PAX8 reporter = lowers PAX8-driven luciferase in RMG-I cells; inhibition, % at 12.6 µM; RMG-I TPO-luciferase reporter, SteadyGlo, 24 h; 1.2% of 360,000 active; AID 652154;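 active = mean replicate inhibition at least 60% with every replicate also reaching 60%; inconclusive = only one of the two criteria is met; inactive = mean below 60% and not all replicates reaching 60%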;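 also: luciferase light reporting Pax8 driven TPO promoter activity; plate controls were median of neutral control wells for no effect and mitoxantrone controls for full effect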
F508del corr = CFTR F508del correction in bronchial cells. CFBE cells, YFP halide quenching; stimulated with forskolin plus potentiator P3; % fluorescence drop versus neutral controls. activity (quench increase), % at 7.58 µM. 0.36% of 350,000 active;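 active = mean added fluorescence quench of at least 8% versus neutral control, with both replicates also reaching 8%; inconclusive = only one of the mean or replicate conditions met; inactive = mean below 8% and not both replicates reaching 8%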;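 also: cells transiently co-express mutant CFTR-F508del with the halide-sensitive YFP; corrector assay measuring rescue of mutant channel to the surface after 24 h compound exposure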
DENV2 CPE = inhibitors of DENV2 cytopathic effect | DENV2-infected cells, cytopathic effect rescue, plate reader | CPE inhibition, % at 9.99 µM | 1.7% of 350,000 active; in the data active = CPE inhibition above about 20%, passing the limit was not always enough; inconclusive = no clear call, values can overlap the other calls; tested in BHK-21 cells;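 also: 0% = median of neutral control wells and 100% = median of positive control wells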
EWS-Fli block = EWS/Fli transcriptional activity inhibition | A673 NR0B1-luciferase reporter, viability-normalised | inhibition, % at 12.6 µM | 0.67% of 350,000 active;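 active = mean inhibition of at least 50% after viability correction, with every replicate also passing that limit; inconclusive = mean reaches 50% but only one of two replicates passes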;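 also: firefly luciferase signal divided by Alamar Blue viability fluorescence both relative to DMSO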
miR-122 sensor = inhibitors of miR-122 in Huh7 cells. Huh7 miR-122 Renilla luciferase sensor, 48 h; neutral wells = 0, positive control = 100. AID 602342. 0.3% of 340,000 active. activation (reporter increase), % at 12.5 µM;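 active = mean replicate activation score at least 90 and every replicate individually at or above 90; inconclusive = only one of the two criteria met; inactive = neither criterion met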;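 also: higher luciferase means less miR-122 activity so hits act as miR-122 inhibitors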
GSIS activator = primary screen for activators of insulin secretion dependent on glucose, INS-1E cells, GLuc reporter luminescence | INS-1E GLuc reporter insulin secretion, 2-3 h | activation, % at 16.6 µM | 0.61% of 370,000 active | AID 743287;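 active = lowest replicate activation of at least 40%, so every replicate reaches that level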;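 also: 0% = median of neutral control wells and 100% = median of IBMX positive control wells; some compounds called inactive have numbers as strong as hits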
FN deposition inh = fibronectin deposition inhibition; AH1F fibroblasts, Alexa488-fibronectin deposition fluorescence, overnight; inhibition, % at 12.6 µM; 0.086% of 350,000 active; AID 743247;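 active = mean inhibition across replicates of 30% or more, regardless of how many single replicates reach that level; inconclusive = mean under 30% yet at least half of replicates reach 30%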;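 also: positive control wells lacked labelled fibronectin entirely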
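Material: AH1F fibroblasts assembling fluorescent fibronectin matrix; amount: 10000 AH1F cells/well; medium: DMEM, 2% serum; reagent: Alexa488-fibronectin, 24 nM final in well; dosing: single compound dose, delivered by pin transfer; incubation: 1 h adhesion, overnight exposure; detection: fluorescence after three HBSS washes, excitation 485 nm, emission 525 nm; measure: fibronectin deposition inhibition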
Starred values were filed as active, the others as inactive; ? = inconclusive; . = no result given; [ ] = another dose, or the depositor's remark.

Start of the listing, in advance (15 entries):
SMILES	PAX8 reporter	F508del corr	DENV2 CPE	EWS-Fli block	miR-122 sensor	GSIS activator	FN deposition inh
Cc1ccc(-c2nc3cccnc3s2)cc1NC(=O)C1c2ccccc2Oc2ccccc21	-8	1.2	-4	-16	.	.	4
O=C(CSc1nnc(Nc2ccccc2)s1)NN1C(=O)NC2(CCCCC2)C1=O	9	.	.	.	-12	-11	0
COc1ccc(C(=O)NC(=S)Nc2ccc(N3CCCC3)cc2)cc1	-11	0.0	0	4	8	-1	2
CC1(C)C(=O)NCCN1C(=O)CC1C(=O)NCCN1Cc1cccc(C(F)(F)F)c1 (stereo not drawn)	0	-0.9	5	6	-1	-19	-14
CC1CCCC(C)N1C(=O)c1cc(F)c(F)cc1Cl (stereo not drawn)	11	.	.	.	-18	.	4
CC[C@H](C)C(C(=O)N1CCN(C(=O)OC(C)(C)C)CC1)n1cc(C(CC(C)C)NC(=O)OC(C)(C)C)nn1 (stereo partly drawn)	19	-3.2	32*	-5	-4	7	3
COc1cc(CCC(=O)NCC2CCCO2)cc(OC)c1OC (stereo not drawn)	8	-1.2	0	.	-7	9	4
Cc1ccc(C)c(N2CCN(CC3CCCCC3)CC2)c1	-20	4.3	9	1	2	-8	-1
COc1ccc(CC(=O)OCC(=O)NC(=O)NC2CCCC2)cc1	-2	-2.8	-5	1	.	-7	5
O=C1N/C(=C/c2ccc(N3CCOCC3)o2)C(=O)N1c1cccc(Cl)c1	4	-1.2	.	40	.	-27	4
CCOC(=O)c1nn(-c2ccc3ccccc3c2)cc1O	-209	0.4	4	10	2	-30	-3
Cc1c(C(=O)Nc2ccc3c(c2)OCCO3)sc2ncnc(N3CCCCC3C)c12 (stereo not drawn)	-19	1.4	1	.	.	3	5
CCN(C(=O)COC(=O)c1cc(=O)c2ccccc2o1)c1c(N)n(Cc2ccccc2)c(=O)[nH]c1=O	27	-0.1	2	-5	.	-4	8
O=C(Cc1ccc(Cl)cc1)NCC(=O)N1CCN(c2ccccc2)CC1	6	-1.3	-7	2	-1	-10	-3
COc1cc(NC(=O)CN2CCCCC2C)c(C)cc1[N+](=O)[O-] (stereo not drawn)	1	.	.	.	.	-10	2

Main list, previewed entries included:
SMILES	PAX8 reporter	F508del corr	DENV2 CPE	EWS-Fli block	miR-122 sensor	GSIS activator	FN deposition inh
Cc1ccc(-c2nc3cccnc3s2)cc1NC(=O)C1c2ccccc2Oc2ccccc21	-8	1.2	-4	-16	.	.	4
O=C(CSc1nnc(Nc2ccccc2)s1)NN1C(=O)NC2(CCCCC2)C1=O	9	.	.	.	-12	-11	0
COc1ccc(C(=O)NC(=S)Nc2ccc(N3CCCC3)cc2)cc1	-11	0.0	0	4	8	-1	2
CC1(C)C(=O)NCCN1C(=O)CC1C(=O)NCCN1Cc1cccc(C(F)(F)F)c1 (stereo not drawn)	0	-0.9	5	6	-1	-19	-14
CC1CCCC(C)N1C(=O)c1cc(F)c(F)cc1Cl (stereo not drawn)	11	.	.	.	-18	.	4
CC[C@H](C)C(C(=O)N1CCN(C(=O)OC(C)(C)C)CC1)n1cc(C(CC(C)C)NC(=O)OC(C)(C)C)nn1 (stereo partly drawn)	19	-3.2	32*	-5	-4	7	3
COc1cc(CCC(=O)NCC2CCCO2)cc(OC)c1OC (stereo not drawn)	8	-1.2	0	.	-7	9	4
Cc1ccc(C)c(N2CCN(CC3CCCCC3)CC2)c1	-20	4.3	9	1	2	-8	-1
COc1ccc(CC(=O)OCC(=O)NC(=O)NC2CCCC2)cc1	-2	-2.8	-5	1	.	-7	5
O=C1N/C(=C/c2ccc(N3CCOCC3)o2)C(=O)N1c1cccc(Cl)c1	4	-1.2	.	40	.	-27	4
CCOC(=O)c1nn(-c2ccc3ccccc3c2)cc1O	-209	0.4	4	10	2	-30	-3
Cc1c(C(=O)Nc2ccc3c(c2)OCCO3)sc2ncnc(N3CCCCC3C)c12 (stereo not drawn)	-19	1.4	1	.	.	3	5
CCN(C(=O)COC(=O)c1cc(=O)c2ccccc2o1)c1c(N)n(Cc2ccccc2)c(=O)[nH]c1=O	27	-0.1	2	-5	.	-4	8
O=C(Cc1ccc(Cl)cc1)NCC(=O)N1CCN(c2ccccc2)CC1	6	-1.3	-7	2	-1	-10	-3
COc1cc(NC(=O)CN2CCCCC2C)c(C)cc1[N+](=O)[O-] (stereo not drawn)	1	.	.	.	.	-10	2
COc1ncccc1-c1cnc2cccnn12	-2	0.6	5	1	-4	15	-1
C[C@H]1CN([C@@H](C)CO)C(=O)c2cc(NC(=O)Cc3ccccc3)ccc2O[C@H]1CN(C)Cc1ccc(C(F)(F)F)cc1	2	0.4	0	1	-1[16.7 µM]	-2	.
CCOc1ccc(N(CC(=O)N2CCN(c3ccccc3)CC2)S(=O)(=O)c2c(C)noc2C)cc1	7	-2.5	1	2	-2	1	1
C[C@H](CO)N1C[C@H](C)[C@@H](CN(C)Cc2ccncc2)OCCCC[C@H](C)Oc2ccc(NC(=O)Cc3ccccc3)cc2C1=O	5	-0.6	.	3	4[16.7 µM]	2	6
CN(C)c1oc(COc2ccccc2F)nc1C#N	-58	.	.	.	-18	.	6
O=C1c2cccnc2C(Nc2ccc(Br)cc2)N1Cc1cccs1 (stereo not drawn)	-6	3.5	-2	1	9	22	2
O=C(Nc1cc(S(=O)(=O)N2CCCC2)ccc1OCC(F)(F)F)c1ccc(F)cc1	0	.	.	.	4	-16	-1
COc1ccc(-c2csc(NC(=O)CCCc3cccs3)n2)cc1	60	0.8	3	-8	-8	25	3
C[C@H]1CN([C@@H](C)CO)C(=O)c2cccc(NC(=O)Nc3ccc(C(F)(F)F)cc3)c2O[C@H]1CN(C)C(=O)Nc1ccc(F)cc1	.	3.5	8	-5	-5[16.7 µM]	-19	.
O=C(C1CCCC1)N1C[C@H]2[C@@H](c3ccccc31)[C@@H](CO)N2C(=O)Cc1ccccn1	9	2.0	-6	-3	0[16.7 µM]	-15	-9
Going on with the list:
SMILES	PAX8 reporter	F508del corr	DENV2 CPE	EWS-Fli block	miR-122 sensor	GSIS activator	FN deposition inh
COc1ccc(C(=O)N(C)C2CCCCC2)cc1OC1CCN(C(C)C)CC1	-2	1.1	-3	.	0	31	.
CC(C)(C)c1nn2cnnc2n(/N=C/c2ccccc2)c1=O	8	.	0	1	.	3	0
O=C(CCC(=O)N(CC(=O)NC1CCCC1)C1CCCCC1)Nc1ccccn1	6	0.8	5	7	.	-5	-9
COc1ccc(S(=O)(=O)N[C@@H]2CC[C@H](CC(=O)NCCc3ccncc3)O[C@@H]2CO)cc1	-11	0.4	18	8	.	7	.
COc1cccc(C(=O)Nc2sc3c(c2C#N)CCN(C(C)=O)C3)c1	18	14*	-2	60*	.	2	.
O=C1c2ccccc2C(O)N1CCN1CCOCC1 (stereo not drawn)	-33	-1.2	.	-9	0	.	4
CNC(=O)CSc1nc2[nH]ncc2c(=O)[nH]1	-4	-0.4	15	1	.	6	3
O=C(C[C@H]1CC[C@H]2[C@@H](COC[C@H](O)CN2Cc2nccs2)O1)NCc1ccccc1	-6	-0.3	7	2	11[16.7 µM]	12	1
C[C@H](CO)N1C[C@H](C)[C@@H](CN(C)Cc2ccccc2)Oc2ccc(N(C)C)cc2CC1=O	-2	1.4	6	1	16[16.7 µM]	-8	.
Cc1ccc(S(=O)(=O)N2CCCCC2)cc1C(=O)Nc1cccnc1	-8	-0.6	-2	15	.	19	-4
COCCN(C(=O)COC(=O)c1cc(C)oc1C)c1c(N)n(Cc2ccccc2)c(=O)[nH]c1=O	5	2.4	1	-1	.	15	0
COc1ccc(N(CC(=O)O)S(=O)(=O)c2ccccc2[N+](=O)[O-])c(OC)c1	-9	-0.2	0	-23	.	-2	-8
CCC(=O)N1CC2(C1)[C@@H](c1ccccc1)[C@@H](CO)N2Cc1cc(F)ccc1F	.	1.0	-10	5	.	-3	.
O=C(CNC(=O)c1cccc(-n2cnnn2)c1)Nc1ccc(F)c(F)c1	7	-6.2	6	-6	-9	4	0
O=C(NCC(=O)N1CCC(Cc2ccccc2)CC1)c1ccc(Cl)cc1	-13	2.2	1	.	.	-33	1
COc1ccc(-n2nc(C(=O)NCC(=O)N(C)Cc3ccccc3)c3ccccc3c2=O)cc1	18	0.9	-3	-11	-8	-9	5
CCC(C(=O)NC(C)(C)C)N(C(=O)c1ccc(Cl)nc1)C1CCCC1 (stereo not drawn)	-4	-3.3	4	0	8	6	-1
C[C@H]1CN([C@@H](C)CO)S(=O)(=O)c2ccc(C#CC3CCCC3)cc2O[C@@H]1CN(C)S(C)(=O)=O	.	0.5	4	5	32[16.7 µM]	-17	.
Cc1cc(NC(=O)COC(=O)c2cc([N+](=O)[O-])ccc2N2CCOCC2)ccc1Br	36	-1.4	-7	11	.	-14	14
CC(C)OP(=O)(OC(C)C)C(O)c1ccc(N(C)C)cc1 (stereo not drawn)	5	-2.7	-4	16	.	-3	-1
O=C(CCCSc1nc2ccccc2[nH]1)NCc1ccccc1F	-8	1.5	-3	5	0	-5	3
Cc1cc2ccccc2n2c(SCC(=O)Nc3ccc(S(=O)(=O)N4CCC(C)CC4)cc3)nnc12	-15	.	4	4	.	.	6
Cc1noc(C)c1NC(=O)Nc1cccc2c1O[C@H](CN(C)Cc1ccc(C(=O)O)cc1)[C@H](C)CN([C@H](C)CO)C2=O	.	0.6	-1	-10	24[16.7 µM]	2	.
Cc1ccc(NC2c3ncccc3C(=O)N2Cc2cccs2)cc1C (stereo not drawn)	2	4.2	2	-8	25	-4	0
CC(C)c1ccc(/C=N/N2CCN(c3ccccn3)CC2)cc1	10	-0.1	47*	-15	0	12	-5
Remaining list, next part:
SMILES	PAX8 reporter	F508del corr	DENV2 CPE	EWS-Fli block	miR-122 sensor	GSIS activator	FN deposition inh
CN1C(=O)c2cc(NC(=O)c3ccc(F)c(F)c3)ccc2OC[C@@H]2O[C@@H](CC(=O)N[C@H]3CCN(Cc4ccccc4)C3)CC[C@@H]21	22	.	6	-2	.	-3	5
Cn1cnc(S(=O)(=O)N2C[C@@H](O)COC[C@@H]3O[C@H](CC(=O)NCc4cc(F)cc(F)c4)CC[C@H]32)c1	-12	-1.1	0	2	-4[16.7 µM]	9	-5
COc1ccccc1C(=O)Oc1ccc(C(C)C)cc1	.	-3.0	4	7	.	-9	.
CCOc1ccccc1C(=O)N(Cc1ccc(C)o1)C1CCS(=O)(=O)C1 (stereo not drawn)	5	1.5	?	-46	-2	33	0
COCC#Cc1cnc2c(c1)C(=O)N([C@@H](C)CO)C[C@H](C)[C@H](CN(C)C(=O)Cc1cccnc1)O2	.	2.9	-3	-1	5[16.7 µM]	29	.
CCC1(C(=O)OC)NC(c2ccco2)C2C(=O)N(c3ccc(F)cc3)C(=O)C21 (stereo not drawn)	5	-1.4	16	8	.	-7	.
O=C(O)C1CCN(C(=O)CSc2nc3ccccc3c(=O)n2-c2ccc(Cl)cc2)CC1	-21	-2.4	14	1	.	14	-1
